# FAS TE block = inhibitors of human fatty acid synthase thioesterase domain; inhibition, % at 15 µM; actives 0.67% (n = 360,000); recombinant FAS-TE, OMFH fluorogenic substrate, fluorescence endpoint;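 active = compounds whose normalised, plate-corrected inhibition of enzyme fluorescence in the single-dose primary screen is 50% or more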;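 also: 0% = DMSO with enzyme and 100% = substrate without enzyme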
# eLon inh = E. coli protease La inhibition | P0A9M0 | purified E. coli Lon protease, fluorescence polarization | inhibition, % at 7.94 µM | actives 0.42% (n = 360,000); in the data active = inhibition above about 13%, passing the limit was not always enough;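 also: 0% = enzyme with probe and DMSO and 100% = no enzyme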
# MT1-MMP act inh = inhibitors of human MT1-MMP activation. P50281. actives 0.061% (n = 360,000). AID 651647. HT1080 RFP-PRO-GFP cells, GFP/RFP ratio fluorescence, overnight; percent of plate control window, DMSO zero. GFP/RFP ratio change, % at 20 µM;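 active = GFP/RFP ratio change of at least 30% with cell ATP level not reduced by more than half and red fluorescence within 50% of control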; also: strong numbers were not always called active
#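 Material: RFP-PRO-GFP reporter HT1080 cells. Dosing: single-point 20 µM compound, 1% DMSO. Controls: DMSO and RFP-L50D-GFP cell wells. Timing: cells overnight before dosing, compound overnight, 37 °C, 5% CO2. Measure: GFP/RFP fluorescence ratio.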
# NRP1-CendR mod = alters CendR peptide binding to human NRP-1; inhibition, % at 25 µM; O14786; actives 0.85% (n = 360,000); FAM-RPARPAR peptide binding to NRP-1, fluorescence polarization;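 active = inhibition or corrected inhibition above about 18%, plus a signal ratio from 0.5 to 1.5, limit read from the data, passing the limit was not always enough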; also: strong numbers were not always called active
# MsrA inh = bovine MsrA inhibition; purified bovine MsrA, absorbance read-out; inhibition, % at 15.5 µM; actives 0.75% (n = 360,000); in the data active = inhibition above about 4.5%;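 also: 0% = vehicle wells with enzyme and 100% = reference inhibitor wells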
# Neddylation inh = inhibitors of human cullin neddylation. TR-FRET cullin neddylation, biochemical. P61081+Q13564. actives 0.58% (n = 360,000). calls only at 25 µM; in the data active = inhibition above about 36%
# Target sequence (P61081 whole entry, looked up): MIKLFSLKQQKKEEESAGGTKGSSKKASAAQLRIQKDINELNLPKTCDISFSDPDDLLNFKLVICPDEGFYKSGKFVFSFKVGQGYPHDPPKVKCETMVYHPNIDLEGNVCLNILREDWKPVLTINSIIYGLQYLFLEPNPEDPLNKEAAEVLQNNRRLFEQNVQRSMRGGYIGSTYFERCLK
# Target sequence (Q13564 whole entry, looked up): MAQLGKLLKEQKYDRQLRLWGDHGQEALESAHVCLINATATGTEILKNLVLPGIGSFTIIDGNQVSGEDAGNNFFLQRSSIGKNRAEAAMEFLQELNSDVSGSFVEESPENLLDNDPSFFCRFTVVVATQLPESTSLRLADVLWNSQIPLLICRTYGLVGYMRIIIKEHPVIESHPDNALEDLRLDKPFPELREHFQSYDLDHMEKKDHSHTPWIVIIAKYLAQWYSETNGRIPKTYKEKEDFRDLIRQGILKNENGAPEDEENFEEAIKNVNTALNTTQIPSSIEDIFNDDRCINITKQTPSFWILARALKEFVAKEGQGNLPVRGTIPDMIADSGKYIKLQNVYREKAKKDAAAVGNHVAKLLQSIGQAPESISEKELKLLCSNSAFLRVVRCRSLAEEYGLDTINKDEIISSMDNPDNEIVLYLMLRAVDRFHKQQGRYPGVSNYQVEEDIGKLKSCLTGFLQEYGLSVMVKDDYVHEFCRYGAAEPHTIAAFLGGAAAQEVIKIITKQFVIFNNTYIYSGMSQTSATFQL
# Rin1-Abl PPI inh = human Rin1-Abl interaction inhibition; inhibition, % at 7.35 µM; AID 588664; actives 0.4% (n = 360,000); TR-FRET Rin1/Abl binding, biochemical; P00519+Q13671; in the data active = inhibition above about 5%, passing the limit was not always enough
# bovine MsrA act = bovine methionine sulfoxide reductase A activation. actives 0.3% (n = 360,000). AID 602163. purified bovine MsrA, absorbance read-out. activation, % at 10.6 µM; in the data active = activation above about 7.5%;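 also: 0% = vehicle and 100% = reference activator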
# SKN-1 block = blocks SKN-1 activity in C. elegans | actives 0.49% (n = 360,000) | C. elegans VP596 Pgst-4::GFP/RFP ratio, acrylamide-induced, 24 h | inhibition, % at 21.8 µM;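 active = interference check ratio from 0.5 to 1.5 plus GFP to RFP signal ratio inhibition reaching or exceeding a fixed threshold, cut at about 30% in these data, passing the limit was not always enough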; also: some compounds called inactive have numbers as strong as hits
# An asterisk follows results filed as active; i = inactive; · = not tested or not shown; & = joins results of further samples.
SMILES,FAS TE block,eLon inh,MT1-MMP act inh,NRP1-CendR mod,MsrA inh,Neddylation inh,Rin1-Abl PPI inh,bovine MsrA act,SKN-1 block
O=C(NC(=S)NCc1ccccc1)c1ccc(Br)cc1,29,3,0,2,0.2,i,0,-4,10
Cn1c(=O)oc2cc(S(=O)(=O)NCCC(=O)NC3CCCC3)ccc21,-8,0,5,-13,-0.4,i,-2,-3,5
CCCCN(C(=O)c1ccc(N(C)S(=O)(=O)c2ccc(C)cc2)cc1)c1c(N)n(CC(C)C)c(=O)[nH]c1=O,-13,5,-3,0,-0.1,i,1,-1,4
O=C(NCc1cccs1)C1Cc2c(-c3ccc(Cl)cc3)ccnc2O1 (configuration not stated),8,0,6,1,-0.4,i,-2,-1,-14
NNC(=O)[C@H](Cc1ccccc1)NC(=O)Nc1ccc2c(c1)OCCO2,-4,2,0,12,-0.1,i,0,-4,-10
Cc1ccc(S(=O)(=O)N(C)C)cc1NC(=O)c1cccnc1Oc1ccccc1,5,5,0,-2,0.5,i,3,-4,-4
Cc1nc(C)c2c(c1C(F)(F)F)-c1ccccc1C2(F)F,-1,-4,0,-1,0.9,i,5,-1,10
CCCN(C(=O)CSCC(=O)Nc1cccc(C)c1)c1c(N)n(Cc2ccccc2)c(=O)[nH]c1=O,0,-4,-3,-2,0.4,i,5,-4,3
CC(=O)C[C@H](O)CC(=O)[C@@H]1OC(=O)[C@H](C)C/C=C\Cc2ccccc21,0,-5,-1,16,0.1,i,-3,-3,3
CCn1c(CNC(=O)c2cccs2)nnc1SCC(=O)NCCc1ccccc1,-5,-4,2,8,-1.8,i,1,-2,-4
COC(=O)c1sc(C(C)(C)C)cc1CSc1ccccc1,29,-5,-4,2,0.6,i,3,1,-6
O=C(O)/C=C/c1ccc(S(=O)(=O)Nc2ccccc2C(=O)Nc2ccc(F)cc2)cc1,-4,-1,0,-16,1.8,i,0,1,0
O=C(Nc1ccc2c(c1)OCCO2)C(C1CC1)N1CCN(c2ccc(F)cc2)CC1 (configuration not stated),5,-3,4,10,-0.5,i,5,-2,-2
CCOC(=O)c1sc(NC(=O)CCN2C(=O)c3ccccc3C2=O)c(C(=O)OCC)c1C,27,1,-6,-3,-0.6,i,5,-2,24
NNC(=O)c1csc(-c2cccc(C(F)(F)F)c2)n1,0,14,-2,2,1.9,i,-4,0,-1
Cc1ccc(S(=O)(=O)N2CCOCC2)cc1C(=O)NCc1ccccn1,-9,6,2,-4,0.6,i,1,-1,-10
CCOCCn1ccc2c(OCC(=O)Nc3ccc(OC)cc3OC)cccc2c1=O,7,-12,8,4,-0.7,·,-1,-1,-4
CC(=O)N1CCN(c2ccccc2NC(=O)COc2cc(C)ccc2C(C)C)CC1,7,-9,-9,-5,-0.6,i,1,-3,-18
COc1ccc(CN2CCC(N(CCc3ccccc3)Cc3ccccc3)CC2)c(OC)c1,14,1,-8,4,-0.5,i,2,-1,1
CCOC(=O)c1ccc(N=c2sc(C(=O)OC)cc(=O)n2-c2ccc(C(=O)OCC)cc2)cc1,2,-14,-12,-2,1.3,i,4,1,6
O=C(NCC(=O)N1CCCCCCC1)c1ccco1,-11,11,-4,6,-0.3,i,-1,-3,12
Cc1ccc(C(=O)Nc2cccc(O)c2)cc1S(=O)(=O)N1CCCCCC1,8,8,10,-6,-0.4,i,1,-8,-10
CC(=O)Nc1cccc(-n2c(=O)n(Cc3ccccc3)c(=O)c3[nH]cnc32)c1,-2,4,-7,3,-0.5,i,1,-13,7
Cc1cccc(C)c1NC(=O)C1=C(O)c2sccc2N(C)S1(=O)=O,-6,4,2,5,2.4,i,-3,-4,1
CCCC1C(C#N)=C(N)Oc2n[nH]c(C(C)(C)C)c21 (configuration not stated),1,-1,4,7,2.0,i,-1,1,24
# Other entries follow:
SMILES,FAS TE block,eLon inh,MT1-MMP act inh,NRP1-CendR mod,MsrA inh,Neddylation inh,Rin1-Abl PPI inh,bovine MsrA act,SKN-1 block
Cc1cccc(C(=O)NC2CCN(CC(=O)NCc3ccccc3F)CC2)c1,-5,-6,4,-4,-1.6,i,0,-2,1
CCCCCC(=O)NNC1=NCC(Cc2ccccc2)S1 (configuration not stated),0,0,1,8,1.8,i,-1,1,-11
O=C(C[C@H]1CC[C@@H]2[C@H](COC[C@@H](O)CN2Cc2ccc(Cl)cc2)O1)NCCc1ccccc1,·,·,-1,1,2.0,i,·,·,7
COc1ccc2[nH]c3c(c2c1)CCC/C3=N\N,-8,2,-8,-2,0.7,i,-1,-2,20
COc1cc2c(cc1[N+](=O)[O-])-c1ccc([N+](=O)[O-])cc1C2,0,-8,-10,-8,0.7,i,0,-1,20
COc1ccc(-c2nnc(SCC(=O)N3CCc4ccccc4C3)o2)cc1,10,-7,-1,-6,-0.1,i,-4,-4,8
COC(=O)c1ccc(C(=O)OC)c(NC(=S)N2CCCC(C)C2)c1 (configuration not stated),7,-2,0,3,2.0,·,2,-2,-2
CCOC(=O)Cc1c(C)nc2cc(-c3ccc(C(C)(C)C)cc3)[nH]n2c1=O,20,2,-5,-11,-0.7,i,2,-2,-6
C/C(=N\NC(=S)NC1CCCCC1)c1ccc(Cl)c(Cl)c1,10,-3,0,8,1.6,i,1,-9,-9
Nn1cc(-c2ccccc2)nc1SCC(=O)N1CCN(S(=O)(=O)c2ccccc2)CC1,-5,-1,3,2,-0.6,i,1,-1,7
O=C(NCCCN=C1NS(=O)(=O)c2ccccc21)c1ccc(S(=O)(=O)N2CCCCC2)cc1,-7,-1,-3,-5,0.6,i,-3,-7,-10
CN(c1ccccc1C(=O)Nc1ccc2c(c1)OCCO2)S(C)(=O)=O,-7,-3,0,1,1.0,i,1,-1,-4
CCC(C)C(NC(=O)OC(C)(C)C)C(=O)NC(C)C(N)=O (configuration not stated),-9,-12,1,-2,1.1,i,-5,-3,15
COc1cc2c(cc1OC)C(C1(O)CCCCC1)NCC2 (configuration not stated),-8,-5,-1,20,0.6,i,1,0,1
COc1ccc(Br)cc1CNC(=O)C1CCCN(S(=O)(=O)N2CC(C)CC(C)C2)C1 (configuration not stated),22,-2,-33,0,0.6,i,-1,6,-2
Cc1cc(=O)oc(C)c1C(=O)NCCC(C)C,-4,-1,-7,7,5.5*,i,-4,-6,-2
O=C(COc1ccc2ccc(=O)oc2c1)NC1CCS(=O)(=O)C1 (configuration not stated),-7,-11,-1,0,2.4,i,-1,1,28
O=C(O)C(O)c1ccccc1 (configuration not stated),-3&-6,-6&-6,2&1,6&-1,-1.0&0.6,i,-2&-1,1&-2,5&11
CCc1cccc(NC(=O)CCCN2C(=O)C(c3ccccc3)Oc3cccnc32)c1 (configuration not stated),19,5,1,14,-0.5,i,1,-4,-9
O=C(COc1ccc2c(-c3ccccc3)cc(=O)oc2c1)N1C[C@H]2C[C@@H](C1)c1cccc(=O)n1C2,1,-10,-5,-5,1.5,i,0,-3,1
Cc1nnc(NC(=O)C2CCN(S(=O)(=O)c3ccc(F)c(F)c3)CC2)o1,-5,-6,-1,-4,-0.2,i,4,2,20
CC(C)(C)N(Cc1cc2ccccc2[nH]c1=O)C(=O)c1cccnc1,-6,1,-4,0,0.9,i,2,-4,-3
COc1ccc(C(=O)NNC(=S)NC(=O)C(C)(C)C)cc1,-8,3,3,-4,0.2,i,-6,-3,7
N#Cc1nc(Cc2ccccc2)oc1NCCCn1ccnc1,-7,-14,21,19,-0.9,i,1,-3,-7
CC(Oc1ccc2cc(-c3ccccc3)c(=O)oc2c1)C(=O)NCC1CCC(C(=O)O)CC1 (configuration not stated),-5,6,0,-4,6.3*,i,-3,-10,-5
# Next section.
SMILES,FAS TE block,eLon inh,MT1-MMP act inh,NRP1-CendR mod,MsrA inh,Neddylation inh,Rin1-Abl PPI inh,bovine MsrA act,SKN-1 block
CCc1ccc(NC(=O)c2cnc(SC)nc2C)cc1,2,-6,0,-20,-0.1,i,-1,-9,-1
O=S(=O)(c1cccc2nsnc12)N1CCNCC1,-6,-1,-6,1,0.8,i,5,0,-1
CC(C)n1cc(C(=O)c2ccccc2O)cc(C#N)c1=O,0,1,-1,9,2.8,i,-3,-7,-1
c1ccc(CNc2ncnc3c2cnn3Cc2ccccc2)cc1,-3,-13,-3,-6,-0.6,i,1,3,0
CC(C)c1ccc(NC(=O)CNC(=O)Cn2cnc3ccccc3c2=O)cc1,-4,2,-2,-9,0.9,i,3,-2,8
COc1cccc(N2CC(C(=O)Nc3c(C)cccc3C)CC2=O)c1 (configuration not stated),-2,8,1,0,-0.4,i,-4,0,2
CN(CC(=O)Nc1ccccc1Cl)C(=O)CSc1nncs1,-6,9,-4,3,0.7,i,0,0,15
CC(C)CN(C(=O)CCC1CCCCC1)c1c(N)n(CC(C)C)c(=O)[nH]c1=O,2,0,-3,-5,0.2,i,1,-2,-4
COc1cccc(N/C(SCc2cccc([N+](=O)[O-])c2)=C(/C#N)C(=O)NCc2cccs2)c1,25,5,-17,3,2.4,i,-2,3,11
CN(C)CCN(C(=O)C1CCN(S(=O)(=O)c2cccs2)CC1)c1nc2c(F)cccc2s1,21,13,2,2,-0.8,i,-1,-2,-2
O=C(O)C1CCC(=O)N1C1c2ccccc2Oc2ccccc21 (configuration not stated),-4,-5,0,8,-1.2,i,0,-1,5
Cc1ccc(C(=O)Nc2nc(-c3ccccn3)cs2)s1,4,-4,-1,9,1.9,i,2,-3,-5
Cc1nnc(NCC=Cc2ccccc2)s1,0,-5,5,-9,0.4,i,2,-2,11
COc1ccc(NC(=O)CN(C)C(=O)c2cccnc2Sc2ccc(C)c(C)c2)cc1,-1,3,-1,2,-0.3,i,4,-5,-10
COc1ccc(-c2ccnc3[nH]n(-c4ccccc4)c(=O)c23)cc1,-6,-6,-5,6,0.6,i,2,-3,17
CCN(CC)Cc1cc(Oc2ccc(O)c(CN(CC)CC)c2)ccc1O,0,0,6,9,·,i,4,-9,-8
COC(=O)c1ccc(C(=O)Nc2ccc3nc(-c4ccncc4)[nH]c3c2)cc1,1,0,5,-11,0.7,i,-3,-5,10
Cc1ccccc1C(C)(O)c1cnc(C)n1Cc1ccccc1 (configuration not stated),-4,-3,0,4,1.8,i,0,-3,11
CN(C)C(=O)C(Sc1ccc(S(=O)(=O)N2CCCC2)cn1)c1ccccc1 (configuration not stated),2,1,4,4,1.5,i,1,3,6
COc1cc(N)cc(NC(=O)c2ccncc2)c1,-1,0,2,4,0.8,i,-2,3,-3
CC(=O)Nc1ccc2c(c1)N(C(C)=O)c1ccccc1CC2,-6,0,-2,3,-1.1,i,1,-4,1
CCN(CC)C(=O)c1ccc(COc2ccccc2Cl)o1,-2,5,4,2,-1.1,i,3,-6,1
Cc1c(CN2CCC(n3nccc3NC(=O)CCc3ccccc3)CC2)cnn1C,-7,2,-2,-1,0.3,i,5,-7,0

# Filtered by structure, the entries above containing a thiophene ring, fused or not (8)
SMILES,FAS TE block,eLon inh,MT1-MMP act inh,NRP1-CendR mod,MsrA inh,Neddylation inh,Rin1-Abl PPI inh,bovine MsrA act,SKN-1 block
O=C(NCc1cccs1)C1Cc2c(-c3ccc(Cl)cc3)ccnc2O1 (configuration not stated),8,0,6,1,-0.4,i,-2,-1,-14
CCn1c(CNC(=O)c2cccs2)nnc1SCC(=O)NCCc1ccccc1,-5,-4,2,8,-1.8,i,1,-2,-4
COC(=O)c1sc(C(C)(C)C)cc1CSc1ccccc1,29,-5,-4,2,0.6,i,3,1,-6
CCOC(=O)c1sc(NC(=O)CCN2C(=O)c3ccccc3C2=O)c(C(=O)OCC)c1C,27,1,-6,-3,-0.6,i,5,-2,24
Cc1cccc(C)c1NC(=O)C1=C(O)c2sccc2N(C)S1(=O)=O,-6,4,2,5,2.4,i,-3,-4,1
COc1cccc(N/C(SCc2cccc([N+](=O)[O-])c2)=C(/C#N)C(=O)NCc2cccs2)c1,25,5,-17,3,2.4,i,-2,3,11
CN(C)CCN(C(=O)C1CCN(S(=O)(=O)c2cccs2)CC1)c1nc2c(F)cccc2s1,21,13,2,2,-0.8,i,-1,-2,-2
Cc1ccc(C(=O)Nc2nc(-c3ccccn3)cs2)s1,4,-4,-1,9,1.9,i,2,-3,-5

# Compounds as they come; 4.2% or so of the library scored in one or more.
